# Screening results (PubChem)
# EPAC2 ag: qHTS for Agonist of cAMP-regulated guanine nucleotide exchange factor 4 (EPAC2): primary screen | Rap guanine nucleotide exchange factor 4 (Homo sapiens), Q8WZA2 | EPAC2 activation, biochemical qHTS; response scale: 100% = 6.5 mM cAMP response | Potency, µM (series often up to 154 µM), for the others: at the top dose activation, most hits filed as activators | 360,000 tested, 0.079% active; also: potency is read from the fitted curve at half-maximal effect; nearly all actives have a fitted effect of over 50% in size
# Target sequence (Q8WZA2 whole entry, looked up): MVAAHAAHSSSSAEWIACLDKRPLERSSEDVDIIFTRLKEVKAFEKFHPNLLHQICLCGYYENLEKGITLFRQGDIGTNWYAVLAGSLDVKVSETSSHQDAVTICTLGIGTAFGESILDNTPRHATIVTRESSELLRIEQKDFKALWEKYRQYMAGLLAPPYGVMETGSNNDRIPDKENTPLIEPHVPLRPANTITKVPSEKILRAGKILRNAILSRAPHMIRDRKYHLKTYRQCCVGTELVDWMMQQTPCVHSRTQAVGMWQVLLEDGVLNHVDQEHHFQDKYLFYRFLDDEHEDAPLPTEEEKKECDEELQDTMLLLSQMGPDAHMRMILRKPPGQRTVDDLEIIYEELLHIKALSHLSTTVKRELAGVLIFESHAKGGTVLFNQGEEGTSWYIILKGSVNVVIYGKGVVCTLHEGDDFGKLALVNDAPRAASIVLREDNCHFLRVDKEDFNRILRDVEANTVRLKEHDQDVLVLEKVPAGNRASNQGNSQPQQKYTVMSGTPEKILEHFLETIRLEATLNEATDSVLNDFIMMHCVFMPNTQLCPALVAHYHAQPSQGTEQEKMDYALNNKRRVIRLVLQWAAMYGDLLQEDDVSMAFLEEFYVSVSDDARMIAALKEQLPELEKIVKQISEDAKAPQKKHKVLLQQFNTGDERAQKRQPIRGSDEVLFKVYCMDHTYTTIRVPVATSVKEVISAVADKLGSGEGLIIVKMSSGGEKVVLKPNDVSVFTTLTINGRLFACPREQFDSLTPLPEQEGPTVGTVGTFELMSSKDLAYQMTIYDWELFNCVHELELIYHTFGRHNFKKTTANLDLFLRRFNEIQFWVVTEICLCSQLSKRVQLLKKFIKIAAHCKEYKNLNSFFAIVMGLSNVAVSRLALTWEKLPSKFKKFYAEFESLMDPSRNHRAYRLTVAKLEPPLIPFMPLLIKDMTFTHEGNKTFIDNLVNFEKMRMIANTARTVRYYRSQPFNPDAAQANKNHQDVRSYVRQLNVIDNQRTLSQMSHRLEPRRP
#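 Fluorescence exchange assay: 100 nM EPAC2 with 250 nM RAP1B-BODIPY-GDP and 50 uM GDP; compounds tested as a concentration-titration series (qHTS). Loss of Rap1-bound BODIPY-GDP fluorescence read at 480/540 nm; data normalized to 6.5 mM cAMP.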
# IL2 activator: qHTS of IL-2 Activators; activation, % (series mostly up to about 46 µM); IL-2 activation reporter assay, cell-based qHTS; stimulated with anti-CD3/CD4/CD28 beads; in transgenic mouse T cells; 360,000 tested, 0.065% active; AID 652025, 2013; in the data active = activation above about 50%; inconclusive = mostly about 30% to 49%; also: 0% is about no effect
#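 Unstimulated transgenic mouse T cells; 60-min compound exposure; bead-based TCR/CD4/CD28 stimulation; 18 h culture, 37 degrees C; dual fluorescence (EGFP, DsRed) plate cytometry.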
# S2 tox: Viability Counterscreen for Primary qHTS for Inhibitors of ATXN expression; S2 cells (HEK-293 line with an ATXN2-luciferase reporter) viability, CellTiter-Fluor protease fluorescence, 24 h; Potency, µM (doses to about 56.7 µM), usual class: cytotoxic; 400,000 tested, 0.49% active; AID 651635, 2014; also: potency is read from the fitted curve at half-maximal effect; nearly all actives have a fitted effect of over 40% in size
# HepG2 tox: qHTS for Inhibitors of TGF-b: Cytotox Counterscreen; HepG2 CAGA-GFP viability, ATP luminescence, 18 h; 410,000 tested, 0.76% active; AID 588856, 2011; Potency, µM (titrated, usually from 46.1 µM), without a hit: at the top dose activity change, negative = cytotoxicity, hits mostly cytotoxic; also: potency is read from the fitted curve at half-maximal effect; some results filed as inactive show a strong effect at the top dose
#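 CellTiter-Glo luminescence gave cytotoxicity after 18 hours at 37 degrees C. The cells were HepG2 CAGA-GFP in 1% FBS DMEM, stimulated with 500 pg/mL TGF-beta after compound addition. %Activity was normalised to no-cell wells (complete cell-killing) and DMSO (no toxicity), and curves were fitted and classified.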
# TGFb SMAD3 inh: qHTS for Inhibitors of TGF-b | HepG2 CAGA-GFP TGF-b/SMAD3 reporter, GFP fluorescence, 18 h; TGF-beta stimulated, 500 pg/mL final | Potency, µM (highest dose often 46.1 µM), without a hit: at the top dose activity, negative = inhibition, usual class: inhibitors | 410,000 tested, 1.2% active | AID 588855, 2011; also: potency is read from the fitted curve at half-maximal effect; % is scaled to controls: 0 for no effect and ±100 for the full control effect; nearly all actives have a fitted effect of over 65% in size
#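 Smad-responsive CAGA-GFP expression was quantified in HEPG2 cells exposed to compounds and 500 pg/mL final TGF-beta for 18 h at 37 degrees C; unstimulated wells defined full inhibition.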
# ATXN2 expr inh: Primary qHTS for Inhibitors of ATXN expression. HEK-293 ATXN2-luciferase reporter, luminescence, 24 h. Potency, µM (highest dose often 57 µM), for inactives: top-dose activity change, negative = inhibition, hits mostly inhibitors. 360,000 tested, 0.72% active. AID 1745845, 2022; also: potency is read from the fitted curve at half-maximal effect; % is scaled to controls: 0 for no effect and ±100 for the full control effect; nearly all actives have a fitted effect of over 55% in size
#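 ATXN2-luciferase reporter cells (luciferase flanked by upstream and downstream ATXN2 gene portions) were treated 24 h at 37 °C with compounds at up to 57 uM. SteadyGlo luminescence gave expression; GF-AFC fluorescence gave viability.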
# Nrf2 block: Nrf2 qHTS screen for inhibitors | A549 ARE-Fluc reporter, luciferase luminescence, 18-24 h | Potency, µM (titrated, usually from 46 µM), for the others: top-dose activity change, negative = inhibition, actives largely listed as inhibitors | 360,000 tested, 2.1% active | AID 504444, 2011; also: potency is read from the fitted curve at half-maximal effect; % is scaled to controls: 0 for no effect and ±100 for the full control effect; nearly all actives have a fitted effect of over 60% in size
#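 Cells were seeded and rested 2 h, then exposed to compounds for 18-24 h. CellTiter-Fluor was read first as a viability measure. BugLite was added 15 min before the final luminescent read of ARE-luciferase activity in A549 cells.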
# A549 viability: Nrf2 qHTS screen for inhibitors: counterscreen for cytotoxicity | A549 ARE-Fluc cells, CellTiter-Fluor viability, 18-24 h | Potency, µM (doses to about 46 µM), without a hit: at the highest dose activity change, negative = cytotoxicity, hits mostly inhibitors | 390,000 tested, 0.16% active | AID 504648, 2011; also: potency is read from the fitted curve at half-maximal effect; % is scaled to controls: 0 for no effect and ±100 for the full control effect
#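 A549 ARE-Fluc cells in 5% FBS OPTI-MEM, 5000 cells/well, rested 2 h then exposed to compounds in concentration-response for 18-24 h at 37 °C. Viability by CellTiter-Fluor fluorescence (Ex 405/Em 525) after 30 min; luciferase luminescence (BugLite, 15 min, RT) read afterwards.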
# Nrf2 ARE act: qHTS of Nrf2 Activators. AREc32 ARE-luciferase reporter (MCF7-derived line), luminescence, 24 h. Potency, µM (top dose mostly 46.1 µM), for the others: top-dose activation, actives largely listed as activators. 410,000 tested, 0.31% active; also: potency is read from the fitted curve at half-maximal effect; % of control where 0% means no effect; nearly all actives have a fitted effect of over 65% in size
#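 Reporter line AREc32 (ARE-Fluc), seeded overnight in OPTI-MEM with 5% FBS; compound pin-transferred, 24 hr at 37 deg C, 5% CO2; luminescent read-out.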
# Numbers without * were called inactive; i = inactive; u = inconclusive; x = no result given; & = joins results of further samples; [ ] = remark or other dose. Unless noted, calls follow the shape of the dose curve; as a rule, active = well fitted curve in the direction sought with a large enough effect; inconclusive = small, poorly fitted or top-dose-only effect, or another doubt; inactive = no such curve, though single readings can be large; an effect the other way counts as inactive or inconclusive. Compounds as they come; any-hit rate near 4.3%.
# Order of values – EPAC2 ag | IL2 activator | S2 tox | HepG2 tox | TGFb SMAD3 inh | ATXN2 expr inh | Nrf2 block | A549 viability | Nrf2 ARE act
> O=C(Nc1cccc2ccccc12)N1CCN(c2ccccc2)CC1
→ -5% | -0.9 | i | -30% | 3% | -3% | x | 6% | 0.3%
> CCOC(=O)N1CCN(S(=O)(=O)c2ccc(OC)c(Cl)c2Cl)CC1
→ 11% | -0.1 | i | 0% | -11% | -1% | x | -4% | 1.6%
> CCOc1ccc2c(c1)C(c1ccc(C)cc1)=NNC(c1ccc(OC)cc1)=N2
→ 19% | -2.9 | i | -59% | -14% | 5% | u | -25% | 3.2%
> CCC(Oc1ccccc1)C(=O)Nc1nnc(S(=O)(=O)N2CCCCC2)s1 (stereo not given)
→ -3% | 1.0 | i | 6% | -3% | x | -2% | 15% | 0.3%
> CCN(CC(=O)Nc1ccccc1Br)Cc1nc2ccccc2c(=O)[nH]1
→ 8% | 0.5 | i | -35% | 5% | 7% | 8% | -13% | 3.9%
> CCCCCn1c(CNC(=O)c2ccc(F)cc2)nc2ccccc21
→ x | x | u | -40% | u | u | 6%[9.27 µM] | 4% | 3.4%
> COCCNC(=O)C(c1ccncc1)N(C(=O)Cn1nnc2ccccc21)c1ccc(OC)cc1 (stereo not given)
→ -5% | 1.3 | i | -20% | 0% | -6% | -5% | -8% | 0.0%
> O=C(C1=C(O)C(=O)N(CCN2CCOCC2)C1c1cccs1)c1cc2ccccc2o1 (stereo not given)
→ 5% | 0.5 | i | -9% | -7% | 6% | 14% | -3% | 6.9%
> CCOc1ccc2c(S(=O)(=O)O)cccc2c1[N+](=O)[O-]
→ 2% | 0.7 | i | 1% | -12% | -4% | 0% | -2% | -0.7%
> Cn1c(=O)c2c(SCC(=O)NCc3ccco3)nc(-c3cccc(F)c3)nc2n(C)c1=O
→ x | x | i | 9% | -12% | 3% | x | -7% | 1.2%
> CN(CC(=O)NCc1ccncc1)S(=O)(=O)c1ccc(F)cc1
→ 3% | -1.6 | i | 3% | -11% | -2% | 1% | 0% | -0.5%
> CCCc1cc(=O)n2[nH]c(NC(=O)c3ccccc3Cl)nc2n1
→ x | x | i | 5% | -2% | 13% | 26% | -2% | 0.6%
> CCOc1ccc(C(=O)COC(=O)c2c(-c3ccccc3)noc2C)cc1
→ 10% | -5.7 | i | -2% | -2% | -26% | 1% | -8% | 0.5%
> O=c1oc(-c2cccs2)nc2sc3c(c12)CCCCC3
→ 8% | -0.9 | i | -3% | 22% | 27% | u | 4% | -0.1%
> C(=C\c1ccccc1)/CSc1ccccn1
→ 14% | 0.8 | i | -1% | -9% | 36% | 1% | 11% | 3.9%
> Fc1ccccc1N1CCN(C2CCN(Cc3c[nH]c4ccccc34)CC2)CC1
→ -2% | -1.3 | i | -1% | 1% | -9% | 8% | 1% | -0.1%
> CC(=O)NC(CCS(C)(=O)=O)C(=O)Nc1cccc(Cl)c1Cl (stereo not given)
→ 25% | -3.0 | i | -5% | -7% | 6% | 14% | 6% | 2.3%
> Cc1ccc(-c2nc3cccnc3s2)cc1NS(C)(=O)=O
→ 18% | 0.3 | i | -33% | -1% | 49%[activator] | 16% | 4% | 9.1%
> COc1ccc(CCNC(=O)CCCn2c(=O)c3ccccc3n(CC(=O)Nc3c(C)cc(C)cc3C)c2=O)cc1OC
→ x | x | u | 5% | 6% | -5% | -26% | -7% | -0.7%
> Cc1ccc(NC(=O)c2ncn(CCCNCC3CCCO3)n2)cc1C (stereo not given)
→ 1% | -0.2 | i | 5% | -6% | -3% | 0% | 0% | 0.7%

# Some entries already given, showing only S2 tox.
canonical_smiles	S2 tox
Cc1ccc(NC(=O)c2ncn(CCCNCC3CCCO3)n2)cc1C (stereo not given)	i
COc1ccc(CCNC(=O)CCCn2c(=O)c3ccccc3n(CC(=O)Nc3c(C)cc(C)cc3C)c2=O)cc1OC	u

# Next part.
# Order of values – EPAC2 ag | IL2 activator | S2 tox | HepG2 tox | TGFb SMAD3 inh | ATXN2 expr inh | Nrf2 block | A549 viability | Nrf2 ARE act
> COc1ccc(-c2nc(C(N)=O)c3[nH]c(=O)n(-c4cccc(C)c4)c3n2)c(OC)c1
→ 8% | -3.5 | i | -9% | 14% | -20% | -16% | 2% | 7.8%
> O=C1C=C(c2ccccc2)CC(/C=C/c2ccccc2)C1 (stereo not given)
→ 19% | -0.5 | i | -2% | u | 0% | -8% | 8% | -0.3%
> CC(O)c1nc2ccccc2n1C/C=C/c1ccccc1 (stereo not given)
→ 2% | -1.1 | i | -3% | -5% | 3% | 18% | 0% | 3.4%
> O=C(CC1CS(=O)(=O)CC1CC(=O)Oc1ccccc1F)Oc1ccccc1F (stereo not given)
→ -5% | -1.5 | i | 1% | -1% | -7% | u | -12% | -0.3%
> CCCCc1nn2c(=O)cc(COC(=O)c3ccc(NC(=O)c4ccccc4C)cc3)nc2s1
→ x | x | x | -24% | u | x | x | 1% | -0.2%
> O=c1c2cc(Cl)ccc2[nH]c(=S)n1Cc1ccccn1
→ 6% | -0.9 | u | -57% | u | u | u | 11% | -0.5%
> CN(C)S(=O)(=O)c1ccc(-c2csc(-c3cccnc3)n2)cc1
→ 7% | -2.8 | i | -9% | 2% | -36% | -21% | 1% | 0.0%
> CC(c1nnc(Sc2nnnn2-c2ccccc2)n1-c1ccc(F)cc1)N(C)C (stereo not given)
→ 6% | -0.7 | u | -14% | 11% | 29% | -14% | 0% | u
> Cc1ccc(S(=O)(=O)c2nc(S(C)(=O)=O)sc2N2CC(C)OC(C)C2)cc1 (stereo not given)
→ -4% | -1.5 | i | 35% | 2% | 2% | -16% | -7% | u
> CCOC(=O)c1cc(-c2ccccc2C)nn1Cc1cc(C)no1
→ 15% | -0.2 | i | -18% | -2% | 24% | 11% | 4% | 6.0%
> Cc1sc2ncnc(OCC(=O)N3CCN(S(=O)(=O)c4ccccc4)CC3)c2c1C
→ 9% | -0.1 | i | -3% | -10% | -11% | u | -8% | -0.4%
> CSc1ccccc1OCc1cc(C(=O)N(C)Cc2ccc3nsnc3c2)no1
→ 18% | -1.0 | i | 0% | u | 70%[activator] | u | 9% | 4.6%
> O=C(Nc1ccc(F)c(Cl)c1)Nc1nnc([C@@H]2O[C@H](CO)[C@@H](O)[C@H]2O)s1
→ 1% | -0.3 | i | 5% | 1% | 10% | x | x | -0.1%[9.22 µM]
> COc1ccc(S(=O)(=O)N2CCCN(C)CC2)cc1
→ 0% | 0.7 | i | 7% | -22% | -11% | -25% | -1% | -0.8%
> CC(=NCCc1ccccc1)C1=C(O)C(c2ccccc2)OC1=O (stereo not given)
→ 14% | -0.4 | i | -23% | -5% | -7% | 4% | 9% | -0.7%
> Cc1cc(F)ccc1C(O)c1ncc(-c2ccccc2)[nH]1 (stereo not given)
→ -2% | -0.6 | i | -15% | -1% | 14% | x | x | 0.5%
> COC(=O)c1cc2c([nH]c1=O)CCCC2=O
→ 8% | 2.4 | i | -26% | -1% | 9% | 11% | 0% | 0.2%
> COC(=O)c1cccc(C23CC4(C2)[C@H](CN(Cc2cccnc2)[C@@H]4c2ccccc2)C3c2ccc(Cl)nc2)c1 (stereo not given in full)
→ -2% | -0.3 | i | 2% | u | -28% | u | -10% | 5.5%
> Cc1ccc(C(=O)CSc2nc(C)cc(=O)[nH]2)cc1
→ 6% | -4.3 | i | 5% | 2% | 5% | 0% | -8% | 3.6%
> CN(CCC#N)C(=O)COC(=O)/C=C/c1cccs1
→ 4% | 3.1 | i | 15% | 6% | -4% | 15% | -11% | 12%

# Next section:
structure | EPAC2 ag | IL2 activator | S2 tox | HepG2 tox | TGFb SMAD3 inh | ATXN2 expr inh | Nrf2 block | A549 viability | Nrf2 ARE act
CCC(C(=O)Nc1cccnc1)c1ccccc1 (stereo not given) | 5% | 0.6 | i | 1% | 4% | x | 3% | 0% | 0.2%
O=C(O)c1cccc(Nc2ncnc3ccccc23)c1 | 0% | 0.4 | i | 6% | 23% | -12% | 14% | -7% | -0.1%
O=C(NCC1CCN(Cc2ccccc2F)CC1)Nc1ccc(F)c(Cl)c1 | x | x | i | -27% | u | -38% | u | 0% | 2.4%
O=C1c2cccc3c(O)ccc(c23)C(=O)N1Cc1ccco1 | 100µM* | -3.9 | x | -3% | -24% | -15% | -17% | 0% | 15%
Cc1ccc(C)c(NC(=O)c2cnc(N3CCCC3)nc2C)c1 | x | x | i | 0% | 6% | -4% | x | 0% | 0.6%
O=c1[nH]ncc2c3ccccc3n(Cc3cccc(Cl)c3)c12 | u | 2.0 | x | 11% | 43%[activator] | -3% | -19% | 0% | 0.4%
CCCCC[C@H]1CN(Cc2ccccc2)C(=O)[C@@H]1CC(=O)NCc1ccc(OC)cc1 | -3% | -0.7 | i | -3%&-31% | 10µM* | -15% | -7% | -5% | 5.4%
Cc1cccc(OCC(=O)NCCc2nc3ccccc3[nH]2)c1C | x | x | i | -43% | -29% | -14% | -5% | -2% | 0.2%
CCOCC(=O)N1CCC(Cc2ccccc2)CC1 | 0% | 0.1 | u | -6% | -24% | -5% | 1% | -1% | 0.3%

# TGFb SMAD3 inh, what is marked active above.
Structure	IL2 activator	TGFb SMAD3 inh
CCCCC[C@H]1CN(Cc2ccccc2)C(=O)[C@@H]1CC(=O)NCc1ccc(OC)cc1	-0.7	10µM*
